Screening data deposited in PubChem BioAssay by several laboratories.
EBNA-1 inhibitor – blocks EBNA-1 binding to DNA | EBNA-1 DNA binding, fluorescence polarization | inhibition, % at 14.8 µM | 300,000 compounds, 0.34% hits | AID 1950; in the data active = inhibition above about 28%
ZTA counter – blocks Epstein-Barr virus ZTA, an EBNA-1 counter-screen | inhibition, % at 11 µM | 320,000 compounds, 0.15% hits | ZTA-DNA binding, fluorescence polarization; in the data active = inhibition above about 33%
Target sequence (P03206 whole entry, looked up): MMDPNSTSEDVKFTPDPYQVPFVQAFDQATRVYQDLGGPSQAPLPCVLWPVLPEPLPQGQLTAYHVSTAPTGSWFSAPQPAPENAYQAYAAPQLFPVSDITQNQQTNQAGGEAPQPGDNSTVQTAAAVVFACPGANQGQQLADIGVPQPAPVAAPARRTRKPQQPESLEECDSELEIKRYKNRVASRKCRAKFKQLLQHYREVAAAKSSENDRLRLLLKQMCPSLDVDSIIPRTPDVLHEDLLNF
PP1 inh – counter-screen for PP5 inhibitors: inhibitors of human PP1-alpha. purified PP1alpha, OMFP fluorescence. inhibition, % at 6.7 µM. 320,000 compounds, 0.9% hits;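 active = inhibition above the mean inhibition of all tested compounds plus 3 SD, computed separately for each screening campaign, cut at about 15% in these data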
Target sequence (P62136 whole entry, looked up): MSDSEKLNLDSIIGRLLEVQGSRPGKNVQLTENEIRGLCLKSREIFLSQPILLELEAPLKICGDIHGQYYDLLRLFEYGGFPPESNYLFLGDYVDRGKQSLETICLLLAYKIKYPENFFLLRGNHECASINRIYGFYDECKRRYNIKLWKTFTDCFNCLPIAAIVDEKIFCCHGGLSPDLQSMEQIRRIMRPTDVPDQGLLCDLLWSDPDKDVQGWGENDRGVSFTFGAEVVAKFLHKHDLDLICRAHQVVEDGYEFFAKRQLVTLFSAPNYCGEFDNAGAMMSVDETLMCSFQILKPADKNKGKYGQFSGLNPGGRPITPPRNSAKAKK
CTSL1 counter – blocks F. hepatica cathepsin L1 in PFM18AAP counter-screen. inhibition, % at 5.96 µM. 300,000 compounds, 0.49% hits. recombinant F. hepatica cathepsin L1, Z-Leu-Arg-MCA fluorescence. AID 1906;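 active = inhibition above the mean of all tested compounds plus 3 SD, set per screening campaign, cut at about 17% in these data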;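 also: 0% = plate median of test compound wells and 100% = 1 µM Z-Phe-Ala-diazomethylketone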
PP5 inh – blocks human protein phosphatase 5 activity; purified PP5c, OMFP substrate fluorescence; inhibition, % at 6.7 µM; 320,000 compounds, 0.18% hits; AID 1987;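 active = inhibition above the campaign's mean inhibition across all tested compounds plus 3 SD, cut at about 9.5% in these data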;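 also: 0% = DMSO only and 100% = 100 µM cantharidin control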
HCV core dimer – blocks dimerization of HCV core protein. TR-FRET GST/Flag-core106 dimerization, 1536-well. inhibition, % at 5 µM. 300,000 compounds, 0.33% hits. AID 1899;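 active = inhibition above the mean of all tested compounds plus 3 SD, set per screening campaign, cut at about 45% in these data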
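Assay system: GST-tagged and Flag-tagged HCV core protein residues 1-106 / Times: compound-protein-antibody incubation 4 h at 22.5 °C / Signal: time-resolved FRET, ex 340 nm, em 617 and 671 nm / Evaluation: % inhibition based on acceptor/donor emission ratio / Benchmarks: wells lacking GST-core106 and wells with excess unlabelled core106 / Repeats: singlicate, one well per compound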
PREPL inh – inhibits the human prolyl oligopeptidase-like enzyme; Q4J6C6; recombinant PREPL, fluorescence polarization activity-based probe; inhibition, % at 5.96 µM; 320,000 compounds, 0.68% hits; AID 2751; in the data active = inhibition above about 43%;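 also: 0% = enzyme with DMSO and 100% = wells lacking enzyme; many of its hits are not listed in these tables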
TPT1 inhibitor – blocks Candida albicans tRNA 2'-phosphotransferase; 300,000 compounds, 0.81% hits; AID 1962; inhibition, % at 5 µM; recombinant caTPT1, FP RNA substrate dephosphorylation;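 active = inhibition above the mean of all tested compounds plus 3 SD, set per screening campaign, cut at about 24% in these data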;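 also: plate controls were DMSO alone for no effect and ferristatin control at 100 nM for full effect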
Efflux pump inh – inhibitors of Candida antifungal efflux pumps expressed in yeast; S. cerevisiae Candida pump triplex, Nile Red efflux; inhibition, % at 10 µM; 330,000 compounds, 0.44% hits; AID 485275;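 active = plate passing quality check with inhibition over a set limit, or well fluorescence over plate mean plus 4 SD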;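 also: Nile Red retained in pooled yeast measured as flow cytometry median fluorescence; 0% = buffer negative control and 100% = Enniatin B positive control; higher means more Nile Red kept so more efflux inhibition; some compounds called inactive have numbers as strong as hits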
* marks the source's active call; other numbers are inactive results. This is a subset. The share of hits here may be higher or lower than overall.

`CCCC(=O)Nc1nnc(S(=O)(=O)N2CCCC2)s1` gave EBNA-1 inhibitor 1, ZTA counter 15, PP1 inh -3, CTSL1 counter -1, PP5 inh 0.3, HCV core dimer -6, PREPL inh -5, TPT1 inhibitor 0 and Efflux pump inh 0.0.
CCCCN1C(=S)NC[C@@H]1Cc1cccc2ccccc12 was read as EBNA-1 inhibitor -5, ZTA counter -23, PP1 inh 5, CTSL1 counter 2, PP5 inh 1.8, HCV core dimer -10, PREPL inh -42, TPT1 inhibitor 0 and Efflux pump inh 0.2.
Screening O=C(O)C1CCCCC1C(=O)Nc1ccc(S(=O)(=O)N2CCCCC2)cc1 (centres undefined) returned EBNA-1 inhibitor -3, ZTA counter 15, PP1 inh 1, CTSL1 counter 2, PP5 inh 1.1, HCV core dimer 3, PREPL inh 0, TPT1 inhibitor 0 and Efflux pump inh 0.0.
For C/C(=C\c1ccccc1)C1NC(=O)c2c(sc3c2CCCC3)N1 (centres undefined) the results were EBNA-1 inhibitor 8, ZTA counter -11, PP1 inh 1, CTSL1 counter 1, PP5 inh 1.3, HCV core dimer -1, PREPL inh 6, TPT1 inhibitor -1 and Efflux pump inh 0.0.
For CCC(C)C(Nc1ccc(C(=O)OC)cc1[N+](=O)[O-])C(=O)OC (centres undefined) the results were EBNA-1 inhibitor 1, ZTA counter -20, PP1 inh 0, CTSL1 counter 2, PP5 inh 4.2, HCV core dimer -4, PREPL inh -4, TPT1 inhibitor 4 and Efflux pump inh 0.3.
For O=C1CC(N2CCN(S(=O)(=O)c3ccccc3)CC2)C(=O)N1c1ccccc1 (centres undefined) the results were EBNA-1 inhibitor -5, ZTA counter 0, PP1 inh 0, CTSL1 counter 0, PP5 inh 3.7, HCV core dimer 1, PREPL inh -13, TPT1 inhibitor -1 and Efflux pump inh 0.1.
CC(C)NC(=O)c1n[nH]c(=O)c2ccccc12 was read as EBNA-1 inhibitor 10, ZTA counter 13, PP1 inh -4, CTSL1 counter 1, PP5 inh -0.7, HCV core dimer -6, PREPL inh -1, TPT1 inhibitor -3 and Efflux pump inh -0.1.
CCOC(=O)C1=NNC(C(=O)c2ccc(C)cc2)C1c1ccc(OC)cc1 (centres undefined) was read as EBNA-1 inhibitor 1, ZTA counter 8, PP1 inh 1, CTSL1 counter 1, PP5 inh 4.8, HCV core dimer 3, PREPL inh 1, TPT1 inhibitor 1 and Efflux pump inh 0.1.
For CN(C)S(=O)(=O)c1ccc(N=Cc2c(C(F)(F)F)[nH][nH]c2=O)cc1 the results were EBNA-1 inhibitor -2, ZTA counter 4, PP1 inh -1, CTSL1 counter 0, PP5 inh 4.3, HCV core dimer -6, PREPL inh -4, TPT1 inhibitor 1 and Efflux pump inh 0.0.
`COCCn1c(SCC(=O)N2CCCCC2)nc2c(c1=O)SC(C)C2` (centres undefined) gave EBNA-1 inhibitor 9, ZTA counter -7, PP1 inh -2, CTSL1 counter 3, PP5 inh 0.4, HCV core dimer -6, PREPL inh 1, TPT1 inhibitor -4 and Efflux pump inh -0.1.
For COc1ccc2c(c1)CCN1C2CCN2C(=O)CCC21 (centres undefined) the results were EBNA-1 inhibitor -21, ZTA counter -2, PP1 inh -4, CTSL1 counter -4, PP5 inh 0.0, HCV core dimer -3, PREPL inh 25, TPT1 inhibitor -13 and Efflux pump inh 0.2.
CC1CCN(c2nc3c(c(=O)[nH]c(=O)n3C)n2Cc2ccccc2)CC1 was read as EBNA-1 inhibitor 1, ZTA counter -2, PP1 inh -5, CTSL1 counter 1, PP5 inh -0.8, HCV core dimer 0, PREPL inh 15, TPT1 inhibitor 1 and Efflux pump inh 0.2.
`COc1ccc(/C(C)=N/NC(=O)OC(C)(C)C)cc1[N+](=O)[O-]` gave EBNA-1 inhibitor 2, ZTA counter -6, PP1 inh -3, CTSL1 counter -2, PP5 inh -0.9, HCV core dimer 1, PREPL inh -4, TPT1 inhibitor -1 and Efflux pump inh 0.1.
CCOc1cccc(NC(=O)CSc2nncn2N)c1 was read as EBNA-1 inhibitor 0, ZTA counter -26, PP1 inh -4, CTSL1 counter 2, PP5 inh 1.1, HCV core dimer -2, PREPL inh 15, TPT1 inhibitor -2 and Efflux pump inh 0.0.
For Cc1cc(C)c(NC(=O)COc2nc3ccccc3nc2C)c(C)c1 the results were EBNA-1 inhibitor 3, ZTA counter -1, PP1 inh -6, CTSL1 counter 0, PP5 inh -0.8, HCV core dimer -2, PREPL inh 4, TPT1 inhibitor 1 and Efflux pump inh 0.1.
For Cc1cc(C(C)(C)C)ccc1NC(=O)CC(C)(C)CC(=O)O the results were EBNA-1 inhibitor 6, ZTA counter -1, PP1 inh 0, CTSL1 counter -1, PP5 inh 2.8, HCV core dimer 0, PREPL inh -1, TPT1 inhibitor -3 and Efflux pump inh 0.0.
Screening Cc1ccc(S(=O)(=O)CC(=O)NCc2ccc(Cl)cc2)cc1 returned ZTA counter 18, PP1 inh -5, PP5 inh -1.3, PREPL inh -7 and Efflux pump inh 0.1.
Screening OCC[C@@H]1C[C@H](O)[C@@H](O)[C@@]2(Cc3ccccc3O2)O1 returned EBNA-1 inhibitor -5, ZTA counter -7, PP1 inh -5, CTSL1 counter -2, PP5 inh 1.0, HCV core dimer -1, PREPL inh -4, TPT1 inhibitor -4 and Efflux pump inh 0.0.
Screening O=C(NCC(=O)N1CCN(c2ccccc2)CC1)c1ccccc1 returned EBNA-1 inhibitor 5, ZTA counter 15, PP1 inh 1, CTSL1 counter 2, PP5 inh -0.6, HCV core dimer 5, PREPL inh 0, TPT1 inhibitor -3 and Efflux pump inh 0.0.
Screening CC(C)(C)n1nnnc1C(c1ccc(C(F)(F)F)cc1)N(Cc1ccccc1)Cc1ccco1 (centres undefined) returned EBNA-1 inhibitor 2, ZTA counter 0, PP1 inh 1, CTSL1 counter 2, PP5 inh 2.1, HCV core dimer -1, PREPL inh -2, TPT1 inhibitor -1 and Efflux pump inh -0.1.
For COc1ccc(C(CNC(=O)CNS(=O)(=O)c2ccc(NC(C)=O)cc2)N2CCOCC2)cc1 (centres undefined) the results were EBNA-1 inhibitor 4, ZTA counter 20, PP1 inh 0, CTSL1 counter -2, PP5 inh 0.0, HCV core dimer 1, PREPL inh -13, TPT1 inhibitor 3 and Efflux pump inh 0.0.
Screening O=C(Nc1ccccc1O)c1csc2c1CCCC2 returned EBNA-1 inhibitor -7, ZTA counter -9, PP1 inh -1, CTSL1 counter -3, PP5 inh 0.1, HCV core dimer -1, PREPL inh 8, TPT1 inhibitor 3 and Efflux pump inh 0.1.
For CCOC(=O)/C(C#N)=C1\SS/C(=C(/C#N)C(=O)OCC)S1 the results were EBNA-1 inhibitor -13, ZTA counter -8, PP1 inh 1, CTSL1 counter -3, PP5 inh 2.4, HCV core dimer -16, PREPL inh 9, TPT1 inhibitor -1 and Efflux pump inh -0.1.
O=C/C(=C\Nc1ccc(Br)cc1)c1nc2ccccc2o1 was read as EBNA-1 inhibitor -9, ZTA counter 4, PP1 inh -1, CTSL1 counter 3, PP5 inh 1.3, HCV core dimer 9, PREPL inh 14, TPT1 inhibitor 2 and Efflux pump inh 0.1.
`Cc1cccc(C)c1OCCCCCNCCO` gave EBNA-1 inhibitor -6, ZTA counter 1, PP1 inh -4, CTSL1 counter -6, PP5 inh 0.1, HCV core dimer -3, PREPL inh -36, TPT1 inhibitor 2 and Efflux pump inh -0.2.
O=C(CC12CC3CC(CC(C3)C1)C2)NCc1ccc(F)cc1 was read as EBNA-1 inhibitor 5, ZTA counter -5, PP1 inh -1, CTSL1 counter 3, PP5 inh -2.0, HCV core dimer 4, PREPL inh 11, TPT1 inhibitor -2 and Efflux pump inh 0.0.
Screening O=C(/C=C/c1ccc(S(=O)(=O)NCc2ccco2)cc1)N1CCN(c2ccccc2)CC1 returned EBNA-1 inhibitor 6, ZTA counter -3, PP1 inh 3, CTSL1 counter 1, PP5 inh 2.2, HCV core dimer 8, PREPL inh 4, TPT1 inhibitor -4 and Efflux pump inh -0.1.
Screening O=C(CCC(=O)N(CC(=O)NC1CCCC1)Cc1ccc2c(c1)OCO2)Nc1ccccn1 returned EBNA-1 inhibitor 7, ZTA counter 6, PP1 inh -3, CTSL1 counter -3, PP5 inh 1.0, HCV core dimer 3, PREPL inh -1, TPT1 inhibitor -6 and Efflux pump inh 0.0.
For CSc1nc(N)n2nc(C(C)(C)C)cc2n1 the results were EBNA-1 inhibitor -2, ZTA counter 1, PP1 inh 1, CTSL1 counter 1, PP5 inh -2.4, HCV core dimer 3, PREPL inh -4, TPT1 inhibitor 0 and Efflux pump inh -0.1.
`N=c1c(S(=O)(=O)c2ccc(Br)cc2)cc2c(=O)n3ccccc3nc2n1C1CCCCC1` gave EBNA-1 inhibitor -8, ZTA counter 4, PP1 inh -3, CTSL1 counter -1, PP5 inh -1.8, HCV core dimer 14, PREPL inh 4, TPT1 inhibitor 4 and Efflux pump inh -0.1.
Screening COc1ccc(Cl)cc1NC(=O)C(C)OC(=O)Cn1cc(C(F)(F)F)ccc1=O (centres undefined) returned ZTA counter 3, PP1 inh -1, PP5 inh 0.0, PREPL inh 2 and Efflux pump inh 0.0.
C=CCc1ccccc1OCC(=O)N/N=C/c1ccccc1OCC was read as EBNA-1 inhibitor 6, ZTA counter 10, PP1 inh 2, CTSL1 counter -1, PP5 inh 0.9, HCV core dimer 12, PREPL inh -4, TPT1 inhibitor 0 and Efflux pump inh 0.2.
COc1ccccc1C1=NOC(COC(=O)c2ccc(Br)cc2)C1 (centres undefined) was read as EBNA-1 inhibitor -13, ZTA counter -14, PP1 inh -7, CTSL1 counter -9, PP5 inh -4.7, HCV core dimer -9, PREPL inh -2, TPT1 inhibitor -2 and Efflux pump inh 0.1.
For C#CCOCCOCCOCCNc1nc(N2CCN(C(=O)CCCCCCCCCCNC(=O)[C@H](CCCCN)n3cc(CCO)nn3)CC2)nc(N2CCN(C(=O)CCCCCCCCCCNC(=O)[C@H](CCCN=C(N)N)n3cc(C[C@@H](C)CC)nn3)CC2)n1 the results were EBNA-1 inhibitor 5, ZTA counter 36*, PP1 inh 45*, CTSL1 counter -3, PP5 inh 4.9, HCV core dimer 5, PREPL inh 56*, TPT1 inhibitor 5 and Efflux pump inh 0.5.
`O=C(NCc1ccc(Cl)cc1)C1CCN(S(=O)(=O)N2CCOCC2)CC1` gave EBNA-1 inhibitor 1, ZTA counter 12, PP1 inh 1, CTSL1 counter -1, PP5 inh -0.8, HCV core dimer 0, PREPL inh 3, TPT1 inhibitor -2 and Efflux pump inh -0.1.
For N#Cc1nc(Cc2cccc3ccccc23)oc1N1CCOCC1 the results were EBNA-1 inhibitor -3, ZTA counter -8, PP1 inh 3, CTSL1 counter 8, PP5 inh 0.2, HCV core dimer 2, PREPL inh 17, TPT1 inhibitor 3 and Efflux pump inh 0.0.
`O=C(CN(C(=O)C1CSC(=O)C1)c1cccc(F)c1)NC1CCCC1` (centres undefined) gave EBNA-1 inhibitor 12, ZTA counter 8, PP1 inh 1, CTSL1 counter -2, PP5 inh -2.0, HCV core dimer 3, PREPL inh 1, TPT1 inhibitor 0 and Efflux pump inh -0.1.
